G6PDH counter = inhibits Leuconostoc G6PDH, flagging false hits in G6PDH-based assays. 0.12% of 200,000 active. inhibition, % at 5 µM. AID 1020. Purified L. mesenteroides G6PDH, diaphorase/resazurin coupled fluorescence, 45 min; in the data active = inhibition above about 50%
STAT1 inh = STAT1 signaling inhibition; NIH 3T3 STAT1-luciferase reporter, IFN-gamma, luminescence; inhibition, % at 5.5 µM; 0.35% of 200,000 active; AID 920;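 active = inhibition above a set limit, the mean inhibition across all tested compounds plus 3 SD, cut at about 34% in these data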;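 also: 0% = IFN-gamma with DMSO and 100% = IFN-gamma with 300 µM nifuroxazide; values of inactives mirror those of a sister screen read the other way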
STAT3 blocker = reduces IL-6 driven STAT3 reporter signal; U3A cells, IL-6 STAT3-luciferase reporter, luminescence; host cell line lacks STAT1; inhibition, % at 5.5 µM; 0.89% of 190,000 active;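 active = inhibition above the mean inhibition across all screened compounds plus 3 SD, cut at about 44% in these data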;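 also: 0% = DMSO only wells and 100% = 100 µM nifuroxazide control wells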
APP 5UTR inh = APP translation inhibition | SH-SY5Y APP 5'UTR-luciferase reporter, luminescence | 0.82% of 190,000 active | inhibition, % at 2 µM;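 active = inhibition above a set limit, derived from the sample mean plus 3 SD, cut at about 45% in these data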; also: values of inactives mirror those of a sister screen read the other way
Diaphorase inh = diaphorase inhibition or chemical oxidation counter-screen; diaphorase resazurin-to-resorufin fluorescence, NADH, 16 min; bacterial (C. kluyveri) enzyme, not human; inhibition, % at 20 µM; 0.69% of 190,000 active; AID 1217;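 active = primary screen inhibition at 20 µM above a set limit, cut at about 50% in these data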;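 also: plate controls were DMSO with full reaction for no effect and wells lacking NADH for full effect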
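Assay system: diaphorase enzyme from Clostridium kluyveri. Quantity: enzyme working solution with 0.14 U/mL diaphorase. Schedule: reaction incubation of 16 min at room temperature. Technique: resorufin fluorescence, excitation 544 nm, emission 590 nm. Controls: No-NADH positive control and DMSO neutral control.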
STAT3 act = STAT3 signaling activation. 0.91% of 190,000 active. U3A cells, IL-6 STAT3-luciferase reporter, luminescence; 100% = signal with IL-6 EC80 alone. AID 871. activation (% of control), % at 5.6 µM;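 active = activation above the screen-wide mean of compound activation plus 3 SD, cut at about 130% in these data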;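 also: 0% = background luminescence of wells with medium and substrate only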
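Material: STAT3-luciferase reporter U3A cells. Controls: IL-6-treated wells, 100% activation. Read-out: % activation versus median of IL-6-stimulated wells. Probe or stimulus: IL-6 stimulus at 33 ng/mL final. Timing: compound 1 h, then IL-6 6 h at 37 °C. Signal: reporter luminescence signal.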
STAT1 activator = activators of IFN-gamma induced STAT1 signaling | NIH 3T3 STAT1-luciferase reporter, luminescence; 100% = IFN-gamma alone, no compound | 2.6% of 200,000 active | activation (% of control), % at 5.5 µM;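 active = activation above the screen-wide mean activation plus 3 SD, cut at about 130% in these data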;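 also: raw ratio to IFN-gamma control signal so 100% means no change and 0% no light; values of inactives mirror those of a sister screen read the other way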
Hsp70 act = Hsp70 transcriptional activation, primary screen; HeLa Hsp70 promoter luciferase reporter, luminescence; scaled: vehicle 0, proteasome-inhibitor control 100%; activation, % at 10 µM; 0.04% of 200,000 active; AID 1203;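 active = activation above the mean across all tested compounds plus 3 SD, cutoff set per campaign, cut at about 5.5% in these data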;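 also: 100% = MG132 at 30 µM as the positive control and 0% = DMSO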
TLR4 MyD88 comp = inhibitors of human TLR4-MyD88 binding | O00206+Q99836 | HeLa CL3-4 TLR4/MyD88 BLA complementation, FRET ratio | inhibition, % at 8.4 µM | 0.18% of 200,000 active; in the data active = inhibition above about 25%;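 also: 0% = vehicle and 100% = reference inhibitor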
Target sequence (O00206 whole entry, looked up): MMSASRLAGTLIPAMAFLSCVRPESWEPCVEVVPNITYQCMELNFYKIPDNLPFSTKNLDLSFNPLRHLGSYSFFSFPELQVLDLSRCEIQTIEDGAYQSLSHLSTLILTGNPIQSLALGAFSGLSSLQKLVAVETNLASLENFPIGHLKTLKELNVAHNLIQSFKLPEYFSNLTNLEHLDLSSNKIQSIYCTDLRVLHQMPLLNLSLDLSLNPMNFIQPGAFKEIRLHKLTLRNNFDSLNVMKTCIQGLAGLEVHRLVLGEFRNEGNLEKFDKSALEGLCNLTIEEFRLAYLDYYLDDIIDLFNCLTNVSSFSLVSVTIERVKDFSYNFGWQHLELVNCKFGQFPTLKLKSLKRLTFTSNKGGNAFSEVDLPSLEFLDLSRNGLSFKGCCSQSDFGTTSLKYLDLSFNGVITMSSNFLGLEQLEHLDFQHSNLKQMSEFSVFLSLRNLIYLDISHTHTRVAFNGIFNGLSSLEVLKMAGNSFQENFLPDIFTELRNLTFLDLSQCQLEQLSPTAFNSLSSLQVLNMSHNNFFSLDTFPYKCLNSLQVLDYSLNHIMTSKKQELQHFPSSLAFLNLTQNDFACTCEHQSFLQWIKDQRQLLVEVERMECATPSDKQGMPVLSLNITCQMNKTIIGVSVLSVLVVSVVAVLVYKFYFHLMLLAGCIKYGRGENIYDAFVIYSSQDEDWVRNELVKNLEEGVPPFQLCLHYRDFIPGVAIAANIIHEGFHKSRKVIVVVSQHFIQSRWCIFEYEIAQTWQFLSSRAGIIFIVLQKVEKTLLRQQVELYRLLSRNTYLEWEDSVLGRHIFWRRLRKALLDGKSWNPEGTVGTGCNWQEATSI
Target sequence (Q99836 whole entry, looked up): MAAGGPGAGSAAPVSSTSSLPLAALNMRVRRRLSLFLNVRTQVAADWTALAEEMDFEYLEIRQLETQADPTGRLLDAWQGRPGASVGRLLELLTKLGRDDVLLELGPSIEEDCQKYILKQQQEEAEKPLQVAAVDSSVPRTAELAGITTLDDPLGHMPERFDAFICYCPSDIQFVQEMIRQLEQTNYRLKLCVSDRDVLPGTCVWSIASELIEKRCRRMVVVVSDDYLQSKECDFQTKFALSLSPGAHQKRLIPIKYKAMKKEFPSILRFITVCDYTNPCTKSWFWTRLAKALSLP
Diaphorase act = diaphorase activation or chemical reduction counter-screen. Diaphorase/resazurin coupled assay, resorufin fluorescence, 16 min; stronger effect = higher value; 1 = vehicle wells, 0 = NADH-free wells. activation factor at 20 µM. 0.005% of 190,000 active;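 active = diaphorase activity raised at least twofold by the compound at 20 µM; inactive = activation factor below 2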
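Test system: Clostridium kluyveri diaphorase, purified enzyme. Buffer or medium: 50 mM HEPES pH 7.4 buffer plus MgCl2 and Tween 20. Also added: 0.114 mM NADH and 0.1 mM resazurin, final amounts. Dosing: compound 20 µM once, DMSO 1%. Schedule: 16 min enzyme reaction, ambient temperature. Detection: fluorescence of resorufin, 544 nm excitation, 590 nm emission.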
Starred values were filed as active, the others as inactive; . = not tested or not shown. An unsorted share of the library. Share with any hit: about 6.1%.

Results follow in this order: Hsp70 act, STAT3 blocker, TLR4 MyD88 comp, STAT1 activator, Diaphorase inh, STAT1 inh, APP 5UTR inh, STAT3 act, G6PDH counter, Diaphorase act
- Cc1ccc(SC(c2ccc(C)cc2)C(Cn2cncn2)C(=O)c2ccccc2)cc1 (centres undefined)
  0.1, 10, 11, 92, 13, 9, 8, 98, -3, 0.9
- CCOC(=O)/C(C(C)=O)=C1\OC(=O)c2ccccc21
  -0.1, 1, -2, 96, 20, 5, 4, 101, 8, 0.8
- O=C1CC(N2CCCCCC2)C(=O)N1c1ccc2c(c1)OCO2 (centres undefined)
  -0.2, 10, -10, 101, 16, -1, -24, 93, 5, 0.8
- CSc1nc(Oc2ccc(F)cc2)c2ccccc2n1
  -0.1, 4, -15, 102, 0, -3, 9, 105, 0, 1
- COc1ccc(C(=O)Nc2nc(C)c(C(=O)N(C)C)s2)cc1OC
  0.2, -2, -6, 102, 9, -2, -12, 106, 6, 0.9
- Cc1ccc(NC(=O)Cc2nc(CSc3nnc(-c4ccc5c(c4)OCO5)o3)cs2)cc1
  -0.1, -16, 9, 119, 8, -21, -28, 120, 10, 0.9
- COc1ccc2c(c1)OC/C(=C/c1cccs1)C2=O
  0.1, 12, -14, 147*, 3, -52, -131, 94, -23, 1
- CCNc1nc(NC(C)C)nc(ON=C(C)C)n1
  -0.4, -5, 9, 99, 13, 1, -2, 105, -8, 0.9
- O=c1c2ccccc2cnn1Cc1n[nH]c(=S)n1-c1ccc(Cl)cc1
  0.0, 19, 11, 101, 19, -1, 11, 87, 2, 0.8
- COc1cccc(C(=O)NC2CCN(C(=O)N3c4ccccc4Sc4ccccc43)CC2)c1
  0.0, 4, -6, 97, 19, 3, 1, 99, -22, 0.8
- O=C(OCc1nc2ccccc2s1)c1ccc(Br)s1
  0.1, -20, 9, 99, 17, 1, -11, 122, 4, 0.8
- COCCn1c(=O)[nH]c2cc(C(=O)NCCCN3CCN(c4ccc(F)cc4)CC3)ccc2c1=O
  -0.6, 6, 0, 96, -20, 5, -8, 98, 7, 1.2
- Nc1nc(SCC(=O)NC2CCCC2)[nH]c(=O)c1-c1ccccc1
  0.0, -8, -6, 101, 5, -1, -5, 105, 5, 0.9
- CC(C)(C)c1cc(CNC2CS(=O)(=O)C[C@@H]2O)cc(C(C)(C)C)c1O (some centres undefined)
  -0.2, 8, 3, 99, 23, 1, ., 99, 0, 0.8
- Cc1ccc(C)c(OCc2nnc(N)s2)c1
  -0.2, 8, -11, 107, 6, -7, 14, 97, 5, 0.9

A draw from above in order of SMILES length, smallest number first:
Results follow in this order: Hsp70 act, STAT3 blocker, TLR4 MyD88 comp, STAT1 activator, Diaphorase inh, STAT1 inh, APP 5UTR inh, STAT3 act, G6PDH counter, Diaphorase act
- CSc1nc(Oc2ccc(F)cc2)c2ccccc2n1
  -0.1, 4, -15, 102, 0, -3, 9, 105, 0, 1
- O=C1CC(N2CCCCCC2)C(=O)N1c1ccc2c(c1)OCO2 (centres undefined)
  -0.2, 10, -10, 101, 16, -1, -24, 93, 5, 0.8
- O=c1c2ccccc2cnn1Cc1n[nH]c(=S)n1-c1ccc(Cl)cc1
  0.0, 19, 11, 101, 19, -1, 11, 87, 2, 0.8
- Cc1ccc(SC(c2ccc(C)cc2)C(Cn2cncn2)C(=O)c2ccccc2)cc1 (centres undefined)
  0.1, 10, 11, 92, 13, 9, 8, 98, -3, 0.9

Additional structures
Results follow in this order: Hsp70 act, STAT3 blocker, TLR4 MyD88 comp, STAT1 activator, Diaphorase inh, STAT1 inh, APP 5UTR inh, STAT3 act, G6PDH counter, Diaphorase act
- C(=N\n1cnnc1)/c1ccc2c(c1)OCCO2
  0.2, -1, 3, 98, 17, 3, -4, 104, 3, 0.8
- COc1ccc(Cc2noc(-c3ccc(OC)c(OC)c3)n2)cc1OC
  -0.2, 12, -4, 89, 19, 12, -4, 93, 2, 0.8
- O=C(CN(c1ccccc1)S(=O)(=O)c1ccc(F)cc1)NC1CCS(=O)(=O)C1 (centres undefined)
  -0.4, 14, -8, 100, 2, 1, 20, 90, 4, 1
- CCCC(=O)Nc1ccc(C(=O)N/N=C/c2ccc[nH]2)cc1
  -0.2, 27, 3, 106, 18, -7, 23, 77, 0, 0.8
- Cc1cc(C(=O)Cn2ncc(Cl)c(Cl)c2=O)c(C)n1CC(F)(F)F
  16*, -6, 9, 83, 9, 18, 75*, 104, -10, 0.9
- CC(C)(C)NC(=O)Cn1c(SCC(=O)NCc2cccs2)nc2ccccc21
  -0.2, 11, -1, 99, 8, 1, 12, 93, -2, 0.9
- Cc1occc1C(=O)Nc1cc(C(C)(C)C)on1
  0.0, -1, -1, 152*, 10, -56, -148, 105, -10, 0.9
- O=C(c1cnsn1)N1CCN(c2ccccc2)CC1
  -0.2, 7, 5, 98, 13, -2, 14, 97, 2, 0.9
- CC1CCCC(C)N1C(=O)CSCc1ccc(Cl)cc1 (centres undefined)
  0.7, 12, 3, 94, 10, 7, -7, 91, 5, 0.9
- CN1CCC(C2(O)c3ccccc3CSc3sccc32)CC1 (centres undefined)
  0.1, 9, -17, 101, 10, 1, 8, 95, 14, 0.9
- O=C1NC(c2ccc(Cl)c([N+](=O)[O-])c2)Nc2ccccc21 (centres undefined)
  -0.2, 0, 10, 88, 1, 13, -12, 100, 7, 1
- COc1cc2c(C(=O)NCc3ccc4c(c3)OCO4)cn(CC(C)C)c(=O)c2cc1OC
  0.0, 4, -7, 102, 24, -2, 0, 100, -18, 0.8
- Cc1ccccc1NC1=NS(=O)(=O)c2ccccc21
  -0.1, 4, -10, 108, 10, -9, -15, 98, 9, 0.9
- O=C(O)CC1CCCC(c2ccccc2)C1=O (centres undefined)
  -0.5, 9, 11, 96, -4, 5, 1, 96, 3, 1
- CCN1CCN(S(=O)(=O)CC2(C)C3CCC2(C)C(=O)C3Br)CC1 (centres undefined)
  -0.2, 12, 8, 103, 7, -5, -9, 96, 10, 0.9
- COC(=O)C1=C(C)NC(=O)CC1c1ccccc1 (centres undefined)
  -0.4, -1, 8, 102, 2, -1, -4, 102, 8, 1
- Cc1ncoc1C(=O)N1CCCC(C(=O)c2ccc3c4c(cccc24)CC3)C1 (centres undefined)
  -0.2, 16, -4, 97, 20, 2, 0, 95, 9, 0.8
- CC1CCCCC1NC(=O)CSc1nncs1 (centres undefined)
  -0.3, -7, 7, 95, 12, 3, 16, 110, 7, 0.9
- CCOCCCNC(=O)C(NC(=O)Cc1cccs1)c1ccccc1 (centres undefined)
  0.0, 12, -34, 102, 12, -3, -2, 96, -2, 0.9
- CCCCOc1ccc(C2NC(=O)NC(C)=C2C(C)=O)cc1OCC (centres undefined)
  -0.1, -1, 2, 127, 2, -32, -13, 105, 1, 1
- O=C(NC1CCCCCC1)c1cc(S(=O)(=O)N2CCC3(CC2)OCCO3)ccc1F
  -0.4, 13, 1, 96, 28, 4, -13, 91, 3, 0.7
- O=C(Nc1nnc(-c2ccccn2)o1)c1ccc(Br)cc1
  -0.2, 7, -9, 109, 5, -10, 0, 93, -31, 0.9
- COc1ccc(N2CCC(CNC(=O)Nc3ccccc3)C2)cc1 (centres undefined)
  0.0, 2, 3, 103, 0, -3, -5, 102, 27, 1
- Oc1c(Cl)cc(Cl)cc1CNc1ccc(Br)cn1
  -0.1, 2, -4, 104, 25, -2, -4, 98, 3, 0.8
- CCn1c(SCc2cccnc2)nnc1-c1c[nH]c2ccccc12
  0.1, 22, 4, 96, 13, 4, ., 89, 1, 0.9
- CC(C)(C)OC(=O)N1CCOCCOCCN(C(=O)OC(C)(C)C)CCOCCOCC1
  -0.2, 11, 19, 94, 3, 7, 2, 94, -2, 1
- COc1ccc(-c2noc(-c3ccccc3C(=O)N3CCOCC3)n2)cc1
  -0.3, 2, 2, 103, 17, -3, 0, 100, 5, 0.8
- O=C(COC(=O)c1ccccn1)NC1CCCCC1
  -0.1, 8, -12, 95, 6, 5, 5, 97, 2, 0.9
- Cc1nn2cc(-c3ccc(Cl)cc3)cnc2c1Br
  -0.3, 18, -8, 140*, -14, -42, -208, 85, -1, 1.1
- CC(C)(C)c1cnnn1-c1ccc([N+](=O)[O-])cc1
  -0.1, -6, -4, 107, 4, -9, -6, 111, -1, 1
- O=C1CSC(c2cn(-c3ccccc3)nc2-c2cc3ccccc3o2)N1Cc1ccccc1 (centres undefined)
  -0.1, -4, 4, 110, 16, -10, -21, 101, 4, 0.8
- CN(C/C=C/c1ccccc1)C1CCCCC1
  -0.3, -11, 5, 99, 12, 1, -2, 108, 4, 0.9
- COc1ccccc1CN1CCNC(=O)C1CC(=O)NC1Cc2ccccc2C1 (centres undefined)
  0.3, 12, 3, 94, 3, 5, -19, 94, 0, 1
- O=S(=O)(Nc1ncn[nH]1)c1ccc2ccccc2c1
  -0.2, 12, -3, 97, 11, 3, 6, 93, 0, 0.9
- Cc1cc2ccccn2c1C(=O)Nc1ccc(Cl)cc1
  0.3, -62, 13, 119, -9, -20, -89, 156*, 5, 1.1
- O=C(O)C1Sc2[nH]c(=O)sc2C2c3cc(Cl)ccc3OC(=O)C12 (centres undefined)
  -0.2, 1, -6, 93, 41, 7, 4, 102, 7, 0.6
- CC(Cc1cccs1)NC(=O)c1cccc(Cl)c1 (centres undefined)
  -0.1, -3, 5, 127, -6, -29, -39, 101, 7, 1.1
- CCn1c(SCC(=O)Nc2ncc(C(F)(F)F)cc2Cl)nnc1-c1cccc(C)c1
  0.7, 5, -1, 99, 8, 1, -7, 100, -4, 0.9
- CCOC(=O)c1sc(NC(=O)CSc2nccc(C)n2)c(C#N)c1C
  -0.2, 7, -3, 101, 4, -1, 21, 99, 5, 1

Screens: PubChem, several laboratories
